Screening data from PubChem.
VLA-4 inh: inhibition in a human VLA-4 binding assay | P13612 | VLA-4 expressing cells, ligand binding flow cytometry | inhibition, % (about 7 µM as worked out from the volumes in the protocol) | 0.2% of 330,000 active | AID 2557; in the data active = inhibition above about 50%
GRK2 aptamer HTS: inhibitors of human GRK2 displacing RNA aptamer. P25098. bead flow cytometry, FAM-aptamer displacement from GRK2. inhibition of aptamer binding, % at 10 µM. 0.59% of 330,000 active;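 active = inhibition of aptamer binding above 40%, roughly 3 SD of noise, on plates passing a quality check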;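 also: median bead fluorescence of bound FAM aptamer so fluorescent compounds give negative values; no value below 0 was filed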
JMJD2C inh: blocks human GASC-1 demethylase activity. 0.069% of 330,000 active. Q9H3R0. GST-JMJD2C(1-420) H3K9me3 demethylation, DELFIA europium. AID 2099. inhibition, % at 2.35 µM;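 active = more than half of a compound's replicate wells show inhibition beyond 50%, single wells judged on their own value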;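 also: signal counts dimethyl H3K9 product captured on neutravidin plate; 0% = median of DMSO wells and 100% = 0.3 times that DMSO median; strong numbers were not always called active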
Target sequence (Q9H3R0 1-420 limits assumed): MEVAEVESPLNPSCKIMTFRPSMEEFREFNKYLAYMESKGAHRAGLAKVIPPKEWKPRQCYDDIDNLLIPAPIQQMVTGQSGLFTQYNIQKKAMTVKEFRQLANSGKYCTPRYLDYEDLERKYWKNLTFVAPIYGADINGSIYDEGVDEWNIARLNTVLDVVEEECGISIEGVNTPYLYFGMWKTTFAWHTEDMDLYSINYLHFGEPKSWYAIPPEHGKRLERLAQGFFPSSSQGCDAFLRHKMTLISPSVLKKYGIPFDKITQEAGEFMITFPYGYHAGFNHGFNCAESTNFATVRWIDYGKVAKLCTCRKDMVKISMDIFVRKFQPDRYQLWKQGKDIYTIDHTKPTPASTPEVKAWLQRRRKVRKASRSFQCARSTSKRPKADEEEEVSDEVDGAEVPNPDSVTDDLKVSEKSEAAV
core dimer inh: HCV core protein dimerization inhibition; 0.33% of 300,000 active; inhibition, % at 5 µM; TR-FRET GST/Flag-core106 dimerization, 1536-well; AID 1899;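 active = inhibition above the mean of all tested compounds plus 3 SD, set per screening campaign, cut at about 45% in these data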
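Assay system: GST-tagged and Flag-tagged HCV core protein residues 1-106 / Times: compound-protein-antibody incubation 4 h at 22.5 °C / Signal: time-resolved FRET, ex 340 nm, em 617 and 671 nm / Evaluation: % inhibition based on acceptor/donor emission ratio / Benchmarks: wells lacking GST-core106 and wells with excess unlabelled core106 / Repeats: singlicate, one well per compound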
CTSL1 counter: counter-screen for PFM18AAP inhibitors: inhibitors of F. hepatica cathepsin L1; inhibition, % at 5.96 µM; recombinant F. hepatica cathepsin L1, Z-Leu-Arg-MCA fluorescence; 0.49% of 300,000 active;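 active = inhibition above the mean of all tested compounds plus 3 SD, set per screening campaign, cut at about 17% in these data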;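 also: 0% = plate median of test compound wells and 100% = 1 µM Z-Phe-Ala-diazomethylketone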
PP5 primary: inhibitors of human protein phosphatase 5 (PP5). P53041. purified PP5c, OMFP substrate fluorescence. inhibition, % at 6.7 µM. 0.18% of 320,000 active;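 active = inhibition above the campaign's mean inhibition across all tested compounds plus 3 SD, cut at about 9.5% in these data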;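 also: 0% = DMSO only and 100% = 100 µM cantharidin control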
procasp7 counter: activates human procaspase-7, counter-screen for procaspase-3 activators; recombinant procaspase-7, Ac-DEVD-pNA absorbance 405 nm; D23A/D198A/D206A triple mutant, cannot self-cleave; scale: DMSO 0, 5 µM enzyme 100; activation, % at 8.5 µM; 0.093% of 330,000 active; AID 463210;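 active = percent activation above the screen-wide mean plus 3 SD, cut at about 25% in these data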
Target sequence (P55210 whole entry D23A/D198A/D206A): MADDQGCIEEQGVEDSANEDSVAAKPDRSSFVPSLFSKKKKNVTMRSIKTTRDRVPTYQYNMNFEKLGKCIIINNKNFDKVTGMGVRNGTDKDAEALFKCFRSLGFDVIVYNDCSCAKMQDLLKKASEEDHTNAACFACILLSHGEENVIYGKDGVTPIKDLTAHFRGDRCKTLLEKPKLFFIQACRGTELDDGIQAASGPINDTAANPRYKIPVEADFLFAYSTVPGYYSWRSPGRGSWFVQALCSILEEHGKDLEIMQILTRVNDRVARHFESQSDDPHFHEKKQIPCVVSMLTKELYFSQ
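Assay system: Uncleavable procaspase-7 mutant enzyme; Input: 2 µM procaspase-7 mutant as dispensed; Also added: DEVD-pNA substrate; Medium: Zinc-free HEPES pH 7.4 with 300 mM NaCl, 0.01% Triton X-100; Timing: 1 h compound preincubation, 2 h substrate cleavage, 25 °C; Measured by: Epi-absorbance of released pNA at 405 nm, two timepoints.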
proCasp3 act: activators of human procaspase-3; 0.11% of 330,000 active; activation, % at 8.5 µM; recombinant procaspase-3 D3A, Ac-DEVD-pNA absorbance 405 nm; P42574;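 active = activation above the mean of all tested compounds plus 3 SD, cut at about 21% in these data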;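 also: 0% = DMSO alone and 100% = DMSO wells spiked with extra 5 µM PC-3 D3A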
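Assay system: Procaspase-3 D3A mutant, all three cleavage aspartates alanine. Buffer or medium: Zinc-free HEPES saline buffer with Triton X-100. Times: 1 h compound preincubation, 2 h substrate hydrolysis at 25 °C. Measured by: 405 nm absorbance of p-nitroaniline, reads at 0 and 120 min. Read-out basis: percent activation relative to control range. Replicates: singlicate.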
PP1 counter: PP1-alpha (human) inhibition in PP5 counter-screen | inhibition, % at 6.7 µM | AID 2235 | purified PP1alpha, OMFP fluorescence | P62136 | 0.9% of 320,000 active;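 active = inhibition above the mean inhibition of all tested compounds plus 3 SD, computed separately for each screening campaign, cut at about 15% in these data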
Target sequence (P62136 whole entry, looked up): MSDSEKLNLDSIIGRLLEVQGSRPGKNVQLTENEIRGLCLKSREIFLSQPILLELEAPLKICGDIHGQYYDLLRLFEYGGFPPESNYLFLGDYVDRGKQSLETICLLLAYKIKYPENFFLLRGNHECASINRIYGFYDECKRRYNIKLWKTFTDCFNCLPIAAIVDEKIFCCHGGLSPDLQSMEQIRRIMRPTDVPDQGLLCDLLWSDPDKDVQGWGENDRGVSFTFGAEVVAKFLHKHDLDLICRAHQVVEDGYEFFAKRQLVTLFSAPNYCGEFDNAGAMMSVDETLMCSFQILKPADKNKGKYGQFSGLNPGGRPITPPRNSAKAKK
* marks the source's active call; other numbers are inactive results.

For C=CCNC(=O)COC(=O)CCC(=O)c1cccs1 the results were VLA-4 inh 1, GRK2 aptamer HTS 0, JMJD2C inh -3, core dimer inh 0, CTSL1 counter -57, PP5 primary -2.1, procasp7 counter 8, proCasp3 act 7 and PP1 counter -2.
Cc1ccc(S(=O)(=O)N/N=C/c2ccccc2O)cc1 was read as VLA-4 inh -14, GRK2 aptamer HTS 0, JMJD2C inh 8, core dimer inh 1, CTSL1 counter 0, PP5 primary -1.5, procasp7 counter 8, proCasp3 act 3 and PP1 counter 0.
For Cc1cccc(N2C(=O)N3[C@H](c4ccc(Br)cc4)[C@@H]4C(=O)N(C(C)(C)C)C(=O)[C@@H]4[C@]3(C)C2=O)c1 the results were VLA-4 inh 6, GRK2 aptamer HTS 0, JMJD2C inh -2, core dimer inh -3, CTSL1 counter 1, PP5 primary 3.4, procasp7 counter 8, proCasp3 act -2 and PP1 counter 0.
Screening COc1ccc(C=C(c2nc3ccccc3s2)c2nc3ccccc3s2)cc1O returned VLA-4 inh -140, GRK2 aptamer HTS 0, JMJD2C inh 2, core dimer inh 21, CTSL1 counter 15, PP5 primary 3.9, procasp7 counter -10, proCasp3 act -7 and PP1 counter 3.
Screening CCOC(=O)C(NC(=O)c1ccccc1Cl)(Nc1ccc(C)c(C)c1)C(F)(F)F (configuration not stated) returned VLA-4 inh 2, GRK2 aptamer HTS 1, JMJD2C inh -33, core dimer inh -3, CTSL1 counter -2, PP5 primary -1.4, procasp7 counter 9, proCasp3 act 1 and PP1 counter -4.
Screening Cc1ccc(C)c2[nH]c(=O)c(CCNC(=O)c3ccc(S(=O)(=O)N4CCCC4)cc3)cc12 returned VLA-4 inh -10, GRK2 aptamer HTS 1, JMJD2C inh 7, core dimer inh -7, CTSL1 counter 1, PP5 primary 0.0, procasp7 counter -7, proCasp3 act 1 and PP1 counter -4.
Screening CC1(C)CC(=O)c2sc(NS(=O)(=O)Cc3ccccc3)nc2C1 returned VLA-4 inh -13, GRK2 aptamer HTS 2, JMJD2C inh 52, core dimer inh -3, CTSL1 counter -1, PP5 primary 2.8, procasp7 counter -4, proCasp3 act -5 and PP1 counter 0.
COCCCNC(=O)CNC(=O)c1nn(-c2ccc(OC)cc2)c(=O)c2ccccc12 was read as VLA-4 inh 0, GRK2 aptamer HTS 8, JMJD2C inh -9, core dimer inh 2, CTSL1 counter -7, PP5 primary 1.1, procasp7 counter 9, proCasp3 act -6 and PP1 counter -2.
For COC(=O)C1=C(N)OC2=C(C(=O)CCC2)C1c1cccs1 (configuration not stated) the results were VLA-4 inh -1, GRK2 aptamer HTS 1, JMJD2C inh inactive, core dimer inh -4, CTSL1 counter -3, PP5 primary -1.0, procasp7 counter -13, proCasp3 act -8 and PP1 counter -4.
COc1ccccc1NC(=O)CSc1nnc(CNC(=O)c2ccco2)o1 was read as VLA-4 inh 1, GRK2 aptamer HTS 3, JMJD2C inh 4, core dimer inh -1, CTSL1 counter 2, PP5 primary -0.3, procasp7 counter 5, proCasp3 act 7 and PP1 counter -5.
For CCOC(=O)N1CCC(N(CCCOC)C(=O)Nc2cccc(OC)c2)CC1 the results were VLA-4 inh -3, GRK2 aptamer HTS 0, JMJD2C inh 5, core dimer inh 2, CTSL1 counter -3, PP5 primary 3.0, procasp7 counter 3, proCasp3 act 9 and PP1 counter -3.
For CC1(C)CC(=O)C(C=NCCN2CCN(C(=O)c3ccc(F)cc3)CC2)=C(O)C1 the results were VLA-4 inh 5, GRK2 aptamer HTS 0, JMJD2C inh -3, core dimer inh 2, CTSL1 counter 7, PP5 primary 1.1, procasp7 counter -1, proCasp3 act 7 and PP1 counter 0.
Cc1cnn(C(=O)c2oc3ccccc3c2C)c1 was read as VLA-4 inh 2, GRK2 aptamer HTS 3, JMJD2C inh 10, core dimer inh 3, CTSL1 counter 0, PP5 primary 0.8, procasp7 counter 5, proCasp3 act 4 and PP1 counter -5.
Screening Cc1ccc(NC(=O)CCNS(=O)(=O)c2cccc3nonc23)cc1 returned VLA-4 inh -7, GRK2 aptamer HTS 1, JMJD2C inh -1, core dimer inh -1, CTSL1 counter -6, PP5 primary 1.0, procasp7 counter 7, proCasp3 act -3 and PP1 counter -5.
Screening N#Cc1ccc(OCC(=O)n2cc(C(=O)c3cc(Cl)cc(Cl)c3O)cn2)cc1 returned VLA-4 inh -3, GRK2 aptamer HTS 0, JMJD2C inh 6, core dimer inh 2, CTSL1 counter -1, PP5 primary -2.1, procasp7 counter -2, proCasp3 act 5 and PP1 counter 2.

Of the compounds above, 3 have four or more nitrogen atoms.
COCCCNC(=O)CNC(=O)c1nn(-c2ccc(OC)cc2)c(=O)c2ccccc12 was read as VLA-4 inh 0, GRK2 aptamer HTS 8, JMJD2C inh -9, core dimer inh 2, CTSL1 counter -7, PP5 primary 1.1, procasp7 counter 9, proCasp3 act -6 and PP1 counter -2.
COc1ccccc1NC(=O)CSc1nnc(CNC(=O)c2ccco2)o1 was read as VLA-4 inh 1, GRK2 aptamer HTS 3, JMJD2C inh 4, core dimer inh -1, CTSL1 counter 2, PP5 primary -0.3, procasp7 counter 5, proCasp3 act 7 and PP1 counter -5.
Screening Cc1ccc(NC(=O)CCNS(=O)(=O)c2cccc3nonc23)cc1 returned VLA-4 inh -7, GRK2 aptamer HTS 1, JMJD2C inh -1, core dimer inh -1, CTSL1 counter -6, PP5 primary 1.0, procasp7 counter 7, proCasp3 act -3 and PP1 counter -5.

(continued)
O=C(c1cc(COc2cccc(C(F)(F)F)c2)on1)N1CCSCC1 was read as VLA-4 inh 13, GRK2 aptamer HTS 0, JMJD2C inh 1, core dimer inh -7, CTSL1 counter 1, PP5 primary 1.2, procasp7 counter 1, proCasp3 act 1 and PP1 counter 1.
Screening CC1=CCC2C(=O)N(c3cccc(C(=O)NC(C)c4ccccc4)c3)C(=O)C2C1 (configuration not stated) returned VLA-4 inh 2, GRK2 aptamer HTS 2, JMJD2C inh 5, core dimer inh 22, CTSL1 counter -4, PP5 primary 3.5, procasp7 counter 16, proCasp3 act 0 and PP1 counter 0.
For O=C(Nc1cc(C(F)(F)F)cc(C(F)(F)F)c1)Nc1cnn(-c2ccc([N+](=O)[O-])cc2)c1C(F)(F)F the results were VLA-4 inh 6, GRK2 aptamer HTS 0, JMJD2C inh 6, core dimer inh -2, CTSL1 counter -4, PP5 primary -1.3, procasp7 counter 6, proCasp3 act 4 and PP1 counter -4.
O=C(NC(Cc1ccccc1)C(=O)O)/C(=C\c1ccccc1F)NC(=O)c1ccccc1 (configuration not stated) was read as VLA-4 inh -11, GRK2 aptamer HTS 0, JMJD2C inh -18, core dimer inh -6, CTSL1 counter 6, PP5 primary -1.2, procasp7 counter 7, proCasp3 act 6 and PP1 counter -5.
Cc1ccc(NS(=O)(=O)c2cccc(C(=O)N3CCCCCCC3)c2)cc1 was read as VLA-4 inh -5, GRK2 aptamer HTS 0, JMJD2C inh 1, core dimer inh 2, CTSL1 counter 3, PP5 primary -0.1, procasp7 counter -3, proCasp3 act -5 and PP1 counter -2.
Screening O=C(NC1CC1)c1sc2ccccc2c1Cl returned VLA-4 inh 8, GRK2 aptamer HTS 0, JMJD2C inh 0, core dimer inh -4, CTSL1 counter -1, PP5 primary -0.5, procasp7 counter 8, proCasp3 act 10 and PP1 counter -1.
Screening Cn1c(NC(=O)c2ccc(S(=O)(=O)N3CCOCC3)cc2)cc(=O)n(C)c1=O returned VLA-4 inh 7, GRK2 aptamer HTS 0, JMJD2C inh 0, core dimer inh -2, CTSL1 counter -3, PP5 primary 1.6, procasp7 counter -3, proCasp3 act 6 and PP1 counter -3.
Screening O=C1C=CC(=O)N1N(c1ccccc1)c1ccccc1 returned VLA-4 inh -13, GRK2 aptamer HTS 1, JMJD2C inh inactive, core dimer inh 3, CTSL1 counter 2, PP5 primary 0.1, procasp7 counter -23, proCasp3 act -12 and PP1 counter -3.
`C=CCCC(=O)N1CCCC(C(=O)c2cccc(OC)c2)C1` (configuration not stated) gave VLA-4 inh -11, GRK2 aptamer HTS 4, JMJD2C inh -81, core dimer inh -4, CTSL1 counter 8, PP5 primary -7.1, procasp7 counter 2, proCasp3 act 0 and PP1 counter -11.
For Cc1nn(Cc2c(F)c(F)c(F)c(F)c2F)c(C)c1NC(=O)c1nn(C)c(C)c1Br the results were VLA-4 inh -5, GRK2 aptamer HTS 2, JMJD2C inh -1, core dimer inh -5, CTSL1 counter -1, PP5 primary 0.0, procasp7 counter -1, proCasp3 act 1 and PP1 counter 2.
O=C(O)c1cccnc1Br was read as VLA-4 inh 0, GRK2 aptamer HTS 0, JMJD2C inh -2, core dimer inh 4, CTSL1 counter -1, PP5 primary -0.3, procasp7 counter 4, proCasp3 act -3 and PP1 counter -2.
`CCNc1ccc2noc3c2c1C(=O)c1ccccc1-3` gave VLA-4 inh -255, GRK2 aptamer HTS 0, JMJD2C inh 37, core dimer inh -125, CTSL1 counter 3, PP5 primary -19, procasp7 counter -23, proCasp3 act -21 and PP1 counter -25.
`Cc1cc(=O)n2nc(N3CCCC(C(=O)NC4CCCCC4C)C3)sc2n1` (configuration not stated) gave VLA-4 inh 3, GRK2 aptamer HTS 3, JMJD2C inh 11, core dimer inh -4, CTSL1 counter -3, PP5 primary 0.0, procasp7 counter 4, proCasp3 act 3 and PP1 counter 0.
CC(=O)Nc1ccc(S(=O)(=O)N(C2=NCC(C)S2)c2ccccc2)cc1 (configuration not stated) was read as VLA-4 inh -4, GRK2 aptamer HTS 1, JMJD2C inh -34, core dimer inh -7, CTSL1 counter -16, PP5 primary 3.6, procasp7 counter 11, proCasp3 act 18 and PP1 counter 1.
Screening O=C(Nc1ccc2c(c1)OCO2)c1ccc(Cl)nc1 returned VLA-4 inh 14, GRK2 aptamer HTS 0, JMJD2C inh -2, core dimer inh 1, CTSL1 counter 7, PP5 primary 2.2, procasp7 counter -1, proCasp3 act 5 and PP1 counter -1.
Screening NNC(=O)CCc1nc2ccc(O)cc2[nH]1 returned VLA-4 inh 28, GRK2 aptamer HTS 5, JMJD2C inh 13, core dimer inh -1, CTSL1 counter 0, PP5 primary 0.9, procasp7 counter 12, proCasp3 act 2 and PP1 counter -4.
COC(=O)c1cc(NC(=O)COC(=O)CCc2nc3ccccc3c(=O)[nH]2)cc(C(=O)OC)c1 was read as VLA-4 inh -5, GRK2 aptamer HTS 3, JMJD2C inh 8, procasp7 counter -2 and proCasp3 act 3.
